# High-throughput results: PubChem, PCMD
# FXIa single inh: blocks human coagulation factor XIa activity. purified human FXIa, fluorogenic AMC substrate cleavage. inhibition, % at 10 µM. 0.3% of 33,000 active. P03951;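 active = inhibition above 40% in the primary screen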;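 also: 0% = enzyme without compound and 100% = blank wells lacking enzyme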
# FXIIa single: inhibitors of human coagulation factor XIIa; purified human FXIIa, AMC substrate fluorescence, 2 h; inhibition, % at 10 µM; 0.2% of 33,000 active; AID 701; in the data active = inhibition above about 30%;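 also: 0% = enzyme with vehicle only and 100% = no enzyme blank; many of its hits are not listed in these tables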
# Target sequence (P00748 20-372 limits assumed): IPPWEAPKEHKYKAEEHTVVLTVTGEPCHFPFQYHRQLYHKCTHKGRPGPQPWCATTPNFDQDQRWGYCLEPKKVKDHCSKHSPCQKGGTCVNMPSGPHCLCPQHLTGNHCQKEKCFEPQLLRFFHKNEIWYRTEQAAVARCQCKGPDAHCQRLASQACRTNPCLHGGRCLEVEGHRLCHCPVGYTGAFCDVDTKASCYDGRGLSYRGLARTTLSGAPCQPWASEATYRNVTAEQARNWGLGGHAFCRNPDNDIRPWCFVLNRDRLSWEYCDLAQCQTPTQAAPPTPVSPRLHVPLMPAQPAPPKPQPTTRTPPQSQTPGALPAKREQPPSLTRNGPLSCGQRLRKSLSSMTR
# Target sequence (P00748 373-615 limits assumed): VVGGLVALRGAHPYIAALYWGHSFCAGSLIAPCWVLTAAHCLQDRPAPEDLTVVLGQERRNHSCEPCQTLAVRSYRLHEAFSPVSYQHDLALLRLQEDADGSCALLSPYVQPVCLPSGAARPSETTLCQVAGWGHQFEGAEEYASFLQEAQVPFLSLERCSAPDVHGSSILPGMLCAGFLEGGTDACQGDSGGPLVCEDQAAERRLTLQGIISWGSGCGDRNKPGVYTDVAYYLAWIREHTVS
# * marks the source's active call; other numbers are inactive results. An excerpt; count on the stated rates, not on these rows.
SMILES,FXIa single inh,FXIIa single
Cc1cccc(CSc2ncnc3c2cnn3Cc2ccccc2)c1,-7.8,8.3
Cc1cccc(N2C(=O)NC3(CCCCC3)C2=O)c1,4.5,6.0
O=C(Nc1ccc(Br)cc1)c1ccc(N2C(=O)C3CC=C(Cl)CC3C2=O)cc1 (stereo unspecified),-0.5,5.2
COc1ccc(OCc2nc(N)nc(Nc3ccccc3OC)n2)cc1,33.6,-13.2
CC(Sc1nc2ccc(Br)cc2[nH]1)C(=O)O (stereo unspecified),7.5,2.6
CCOC(=O)COc1ccc(S(=O)(=O)c2ccc(OCC(=O)OCC)cc2)cc1,4.0,3.2
CCCNS(=O)(=O)c1ccc(NC(=O)c2ccccn2)cc1,1.8,9.8
COC(=O)CNC(=O)c1c(C)cc(=O)oc1C,2.1,4.8
COC(=O)CC1SC(=O)NC1=Nc1ccc(OC)cc1 (stereo unspecified),14.9,-8.4
COC(=O)c1[nH]c2ccc(F)cc2c1NC(=O)CCN1CC(C)OC(C)C1 (stereo unspecified),23.8,-15.7

# Seven compounds picked at random from the list so far:
SMILES,FXIa single inh,FXIIa single
Cc1cccc(N2C(=O)NC3(CCCCC3)C2=O)c1,4.5,6.0
COC(=O)c1[nH]c2ccc(F)cc2c1NC(=O)CCN1CC(C)OC(C)C1 (stereo unspecified),23.8,-15.7
COC(=O)CNC(=O)c1c(C)cc(=O)oc1C,2.1,4.8
CCCNS(=O)(=O)c1ccc(NC(=O)c2ccccn2)cc1,1.8,9.8
O=C(Nc1ccc(Br)cc1)c1ccc(N2C(=O)C3CC=C(Cl)CC3C2=O)cc1 (stereo unspecified),-0.5,5.2
COc1ccc(OCc2nc(N)nc(Nc3ccccc3OC)n2)cc1,33.6,-13.2
CCOC(=O)COc1ccc(S(=O)(=O)c2ccc(OCC(=O)OCC)cc2)cc1,4.0,3.2

# Returning to the listing, repeating the 3 entries before the break.
SMILES,FXIa single inh,FXIIa single
COC(=O)CNC(=O)c1c(C)cc(=O)oc1C,2.1,4.8
COC(=O)CC1SC(=O)NC1=Nc1ccc(OC)cc1 (stereo unspecified),14.9,-8.4
COC(=O)c1[nH]c2ccc(F)cc2c1NC(=O)CCN1CC(C)OC(C)C1 (stereo unspecified),23.8,-15.7
COc1ccc(-c2nc(-c3ccc(Br)cc3)no2)c(OC)c1,0.2,3.8
CCc1c(C)nc2ncnn2c1N1CCC(C(=O)Nc2ccccc2)CC1,2.8,-22.0
CCCC(=O)Nc1ccc(Br)c(Cl)c1,-1.5,-4.8
Fc1ccc(CNn2cnnc2SCc2ccc(F)cc2)cc1,-1.5,4.3
CC(=O)c1ccc2c(c1)c1ccccc1n2CC(C)C,-3.7,15.3
CCOC(=O)/C(C(C)=O)=C1/OC(=O)c2ccccc21,1.2,6.1
CCCCCn1c(N2CCC(C(N)=O)CC2)nc2c1c(=O)[nH]c(=O)n2C,1.4,7.6
COc1ccccc1NS(=O)(=O)c1cc(C)ccc1C,-1.9,-6.0
c1csc(C(c2nnnn2C2CCCCC2)N2CCCC3(CCCCC3)C2)c1 (stereo unspecified),3.0,7.4
CCOc1ccc(Cn2c(C)nc([N+](=O)[O-])c2SCC(O)CCl)cc1[N+](=O)[O-] (stereo unspecified),13.6,-14.5

# Single records, as listed above:
# CCc1c(C)nc2ncnn2c1N1CCC(C(=O)Nc2ccccc2)CC1 across the screens: FXIa single inh: 2.8; FXIIa single: -22.0
# CCCCCn1c(N2CCC(C(N)=O)CC2)nc2c1c(=O)[nH]c(=O)n2C across the screens: FXIa single inh: 1.4; FXIIa single: 7.6
# Fc1ccc(CNn2cnnc2SCc2ccc(F)cc2)cc1 across the screens: FXIa single inh: -1.5; FXIIa single: 4.3

# Next section.
SMILES,FXIa single inh,FXIIa single
CCOC(=O)C1=C(CSc2nc(CC)c(C)cc2C#N)OC(N)=C(C#N)C1c1ccccc1 (stereo unspecified),9.7,6.6
Cc1nc2nc(-c3ccccc3)[nH]n2c(=O)c1C,-3.0,-0.6
CCOC(=O)N1CCN(C(=O)c2nn(-c3cc(OC)cc(OC)c3)c(=O)c3ccccc23)CC1,1.1,-9.5
COC(=O)CSc1nc(N)c(NC(=O)c2ccc(OC)c(OC)c2)c(=O)[nH]1,8.5,9.0
CCOC(=O)C(C)c1ccc2cc(OC)ccc2c1 (stereo unspecified),-5.8,4.1
COc1cccc(OC)c1OCCCOc1c(OC)cccc1OC,-2.5,11.4
CCC1=NC(c2ccccc2)N(O)C1(C)C (stereo unspecified),13.2,-14.2
CCOC(=O)NC(NC(=S)Nc1ccccc1[N+](=O)[O-])C(Cl)(Cl)Cl (stereo unspecified),7.1,0.3
COc1ccc2c(c1)c(=O)oc1cc3oc(C)c(C)c3cc12,-3.0,1.0
COc1ccc(C(=O)CSc2nnc(-c3cccs3)n2-c2ccccc2)cc1,-3.0,5.3

# Some of the entries above in a different format.
SMILES	FXIa single inh	FXIIa single
CCOC(=O)N1CCN(C(=O)c2nn(-c3cc(OC)cc(OC)c3)c(=O)c3ccccc23)CC1	1.1	-9.5
CCC1=NC(c2ccccc2)N(O)C1(C)C (stereo unspecified)	13.2	-14.2
COC(=O)CSc1nc(N)c(NC(=O)c2ccc(OC)c(OC)c2)c(=O)[nH]1	8.5	9.0
COc1ccc(C(=O)CSc2nnc(-c3cccs3)n2-c2ccccc2)cc1	-3.0	5.3
CCOC(=O)C1=C(CSc2nc(CC)c(C)cc2C#N)OC(N)=C(C#N)C1c1ccccc1 (stereo unspecified)	9.7	6.6
COc1ccc2c(c1)c(=O)oc1cc3oc(C)c(C)c3cc12	-3.0	1.0
CCOC(=O)C(C)c1ccc2cc(OC)ccc2c1 (stereo unspecified)	-5.8	4.1

# (more compounds)
SMILES,FXIa single inh,FXIIa single
COC(=O)c1ccccc1NC(=O)CSc1nc2ccccc2c(=O)[nH]1,0.1,4.1
CCOC(=O)C(C)n1cnc2c1c(=O)[nH]c(=O)n2C (stereo unspecified),-1.8,-11.5
COc1cc(C)c(Cl)cc1S(=O)(=O)NCCCN1CCOCC1,-6.7,1.0
CCOC(=O)c1ccc2c(c1)nc(COc1ccc3ccccc3c1)n2CC,-7.6,-1.5
CCCC(=O)Nc1ccc(S(=O)(=O)N2CCCC2)cc1,-2.5,5.4
Cc1nn(C)c(C)c1CN(C)C(=O)c1cc2nc(-c3ccco3)cc(C(F)(F)F)n2n1,2.1,-17.3
CC(C)CN1C(=O)NC(NC(=O)c2ccco2)(C(F)(F)F)C1=O (stereo unspecified),-1.4,1.6
CC(=O)Nc1cccc2c1C(=O)N(c1cccc(C)c1)C2=O,-12.0,4.4
Cc1cc(C(=O)NCc2cccs2)no1,1.6,3.0
O=C(NCC1CCNCC1)c1ccncc1,-3.1,1.7
CC1=CC(C)(C)N(C(=O)CSc2nncn2C)c2ccccc21,32.1,-13.9
Cc1ccc(C(=O)N2CCN(Cc3ccc4c(c3)OCO4)CC2)o1,1.8,4.5
Cc1ccsc1/C=C/C1=Cc2c(sc(NC(=O)CSc3n[nH]c(N)n3)c2C#N)C(C)(C)C1,-1.9,0.7
COC(=O)CSc1ccccc1C(=O)OC,-1.6,3.5
CCN(CC)Cc1c(O)c(Cl)cc2c(C)c(C)c(=O)oc12,-41.0,-111.8
COc1cc2c(cc1NC(=S)Nc1ccccc1C)oc1ccccc12,3.7,9.0
Cc1ccc(Nc2cc(C)nn2-c2nc(C)cc(C)n2)cc1,5.4,6.7
Cn1nc([N+](=O)[O-])nc1Oc1ccccc1,6.4,8.2
COc1cc(C)c(C)cc1S(=O)(=O)N1CCN(Cc2ccc3c(c2)OCO3)CC1,5.3,3.1
Cc1cc(NC(=O)c2cnn3cccnc23)no1,2.1,0.9
O=C(CSc1nnc(-c2cccs2)n1-c1ccccc1)N1CCOCC1,-0.4,2.5
CC(C)Cn1c(-c2ccc(C#N)cc2)nc2c1c(=O)[nH]c(=O)n2CC(C)C,-16.3,-12.7
OC1(c2cccc(F)c2)CCN(Cc2ccncc2)CC1,-4.0,7.0
Cc1sc2ncn(-n3c(C)ccc3C)c(=O)c2c1C,-3.0,4.8
CCCCNC(=O)c1cn(-c2ccc(OCC)cc2)c(=O)c2cc(OC)c(OC)cc12,-6.3,2.2
CCc1nnc(SCCSc2nnc(CC)n2N)n1N,-9.1,-11.4
CN(C)c1ccc(/C=C2\SC(=S)N(Nc3ncc(C(F)(F)F)cc3Cl)C2=O)cc1,8.5,13.5
Cc1nn(-c2cc(N3CCNCC3)ccc2[N+](=O)[O-])c(=O)c2ccccc12,-12.1,-11.7
COc1ccc(/C=C2/SC(=O)N(NS(=O)(=O)c3ccccc3)C2=S)cc1OC,1.2,13.6
CCOC(=O)c1cnc(SC2CC(=O)N(c3ccccc3)C2=O)nc1N (stereo unspecified),1.4,6.0
COc1ccc(C(=O)c2ccc(Cl)cc2Cl)cc1,-9.8,8.9
CCOc1cccc(-c2nnc(SCC(=O)Nc3cc(C)ccc3OC)n2N)c1,4.3,2.6
CC(=O)Nc1ccc2nc(C)n(Cc3ccc(Cl)cc3)c(=O)c2c1,-3.5,5.0
CCN(c1ccccc1)S(=O)(=O)c1ccc(OC)c(OC)c1,-2.6,2.5
CC(C)CCn1c(NCCN(C)C)nc2c1c(=O)[nH]c(=O)n2C,4.6,1.8
COc1ccccc1CNC(=O)c1cc2sccc2n1C,-3.3,3.3
CN1CCC(=NNC(=O)C(=O)NC2CCCCC2)CC1,16.5,-7.8
CCN(CC)CCN1C(=O)C(O)=C(C(=O)c2ccc(C)o2)C1c1ccccn1 (stereo unspecified),1.1,3.9
C=CCC(C#Cc1ccccc1)[N+](C)(C)CC=C (stereo unspecified),-7.6,6.9
CCN1CCN(Cc2ccc(NC(=O)Nc3cccs3)cc2)CC1,-3.9,6.0
S=c1nc(-c2ccc(Br)cc2)oc2c1CCCC2,-6.6,8.6
O=C(c1ccc(F)cc1)C1CCN(C(=O)Nc2ccc(F)cc2)CC1,3.4,4.0
CC(C)OCCCNS(=O)(=O)c1ccc2ccccc2c1,1.6,13.6
CCN(CC)S(=O)(=O)c1ccc2oc(C(=O)NCCCN3CCOCC3)c(C)c2c1,1.6,5.9
Cc1ccc(CN2CCN(CC(=O)NC(C)c3ccc4c(c3)OCCO4)C2=O)cc1 (stereo unspecified),8.6,5.7
N#CC(C(=O)Nc1ccc(Cl)c(Cl)c1)=C1Nc2ccccc2N1,10.9,8.3
c1ccc2c(N3CCOCC3)nc(-c3ccncc3)nc2c1,3.1,-14.6
CCCCCCOc1ccc(N2C(=O)CC(NCCc3ccc(S(N)(=O)=O)cc3)C2=O)cc1 (stereo unspecified),29.5,6.1
COc1ccccc1NC(=O)C(C)NS(=O)(=O)c1ccc(Cl)cc1 (stereo unspecified),4.2,17.3
CNc1nnc(-c2cc3cc(Cl)ccc3oc2=O)s1,2.6,8.4
# Additional records follow:
SMILES,FXIa single inh,FXIIa single
Cc1csc(NC(=O)CSc2nnc(-c3ccc(Cl)cc3)n2N)n1,-7.3,0.5
CCCSc1nc(C)c(C(C)=O)cc1C#N,17.6,-9.7
CCCOc1ccc(C(O)(CCC)CCN2CCCCC2)cc1 (stereo unspecified),-3.7,3.1
C#CCN(N(C)c1ncc(C(F)(F)F)cc1Cl)S(=O)(=O)c1ccc2ccccc2c1,7.5,3.1
COCCNS(=O)(=O)c1ccccc1,1.1,-0.2
Cc1cc(N2CCN(C(=O)c3ccco3)CC2)n2nc(C)c(-c3ccccc3)c2n1,-1.8,-10.8
CN(Cc1ccccc1)S(=O)(=O)c1ccc(NS(=O)(=O)Cc2ccccc2)cc1,-6.0,6.9
CC(C)(C)c1cccc(OCCCSc2ncccn2)c1,1.8,0.7
COc1cc2nc(-c3ccccc3)nc(N3CCCC3)c2cc1OC,-1.8,6.7
Cc1ccc2nc(C(=O)O)c(C(=O)O)nc2c1,26.0,-12.8
O=C(O)c1c2c(nc3ccc(F)cc13)CCC2,-3.2,-1.1
Nc1nc(Nc2cccc(F)c2)nc2ccccc12,-1.5,-15.6
O=C(CN1CCOCC1)c1c[nH]c2ccccc12,34.0,-8.0
COC(=O)c1cn(Nc2ncc(C(F)(F)F)cc2Cl)c(=O)c2ccccc12,-3.7,7.2
COC(=O)c1[nH]c2cc(OC)ccc2c1NC(=O)CCN1CCN(c2ccccc2)CC1,-2.5,-2.0
O=C1N(Nc2ccccc2)C(c2ccc(Br)cc2)C12CCCC2 (stereo unspecified),2.0,7.0
Cc1ccc(C)c(OCC(=O)Nc2cccc(C(=O)O)c2)c1C,-8.4,2.0
CN(C)C(=O)CNC(=O)C1CCCCC1,33.6,-11.3
O=C(Nc1ccccc1C(=O)N1CCCC1)c1ccccc1,-0.2,2.9
CC(=O)Nc1sc2c(c1C(N)=O)CCCC2,-0.8,2.6
COc1ccc(-n2nnnc2SCC(=O)Nc2ccccc2)cc1,33.0,5.0
C=C(C)c1cccc(C(C)(C)NC(=O)N2CCCC(C(N)=O)C2)c1 (stereo unspecified),-6.2,3.1
CC12CC3(C)CC(C)(C1)CC(C(=O)NC1=NCCS1)(C2)C3,-8.3,2.7
CCOC(=O)c1cnc(SCc2nc(N)nc(Nc3ccc(OC)cc3)n2)nc1N,6.8,2.0
Cc1ccc2cc(CN(Cc3ccco3)C(=O)NC3CCCCC3)c(=O)[nH]c2c1C,0.3,6.5
CCOC(=O)C1CCN(C(=O)COC(=O)COc2ccccc2OC)CC1,-0.2,7.5
